STAT3 inh: STAT3 signaling inhibition. U3A cells, IL-6 STAT3-luciferase reporter, luminescence; host cell line lacks STAT1. inhibition, % at 5.5 µM. 190,000 compounds, 0.89% hits. AID 862;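 active = inhibition above the mean inhibition across all screened compounds plus 3 SD, cut at about 44% in these data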;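 also: 0% = DMSO only wells and 100% = 100 µM nifuroxazide control wells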
Diaphorase inh: diaphorase inhibition or chemical oxidation counter-screen. diaphorase resazurin-to-resorufin fluorescence, NADH, 16 min; bacterial (C. kluyveri) enzyme, not human. inhibition, % at 20 µM. AID 1217. 190,000 compounds, 0.69% hits;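 active = primary screen inhibition at 20 µM above a set limit, cut at about 50% in these data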;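 also: plate controls were DMSO with full reaction for no effect and wells lacking NADH for full effect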
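System: Bacterial diaphorase enzyme (C. kluyveri) | Incubation: 16-min room-temperature incubation before reading | Benchmarks: No-NADH positive control and DMSO neutral control | Measured by: Resorufin fluorescence 544/590 nm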
STAT3 activator: activators of IL-6 induced STAT3 signaling; U3A cells, IL-6 STAT3-luciferase reporter, luminescence; 100% = signal with IL-6 EC80 alone; activation (% of control), % at 5.6 µM; 190,000 compounds, 0.91% hits; AID 871;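 active = activation above the screen-wide mean of compound activation plus 3 SD, cut at about 130% in these data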;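 also: 0% = background luminescence of wells with medium and substrate only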
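Material: STAT1-lacking human U3A cells, STAT3 luciferase reporter | Benchmarks: IL-6-only wells as 100% reference | Probe or stimulus: IL-6 (33 ng/mL) | Timing: Compound 1 h, then IL-6 6 h at 37 °C | Detection: Luminescence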
STAT1 act: STAT1 signaling activation; activation (% of control), % at 5.5 µM; 200,000 compounds, 2.6% hits; NIH 3T3 STAT1-luciferase reporter, IFN-gamma, luminescence; 100% = IFN-gamma alone, no compound;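 active = activation above the screen-wide mean activation plus 3 SD, cut at about 130% in these data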;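 also: raw ratio to IFN-gamma control signal so 100% means no change and 0% no light; values of inactives mirror those of a sister screen read the other way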
G6PDH CS: inhibits Leuconostoc G6PDH, flagging false hits in G6PDH-based assays | Purified L. mesenteroides G6PDH, diaphorase/resazurin coupled fluorescence, 45 min | inhibition, % at 5 µM | 200,000 compounds, 0.12% hits | AID 1020; in the data active = inhibition above about 50%
TLR4 MyD88 comp: blocks binding of human TLR4 to MyD88 | HeLa CL3-4 TLR4/MyD88 BLA complementation, FRET ratio | inhibition, % at 8.4 µM | 200,000 compounds, 0.18% hits; in the data active = inhibition above about 25%;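 also: 0% = vehicle and 100% = reference inhibitor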
Target sequence (O00206 whole entry, looked up): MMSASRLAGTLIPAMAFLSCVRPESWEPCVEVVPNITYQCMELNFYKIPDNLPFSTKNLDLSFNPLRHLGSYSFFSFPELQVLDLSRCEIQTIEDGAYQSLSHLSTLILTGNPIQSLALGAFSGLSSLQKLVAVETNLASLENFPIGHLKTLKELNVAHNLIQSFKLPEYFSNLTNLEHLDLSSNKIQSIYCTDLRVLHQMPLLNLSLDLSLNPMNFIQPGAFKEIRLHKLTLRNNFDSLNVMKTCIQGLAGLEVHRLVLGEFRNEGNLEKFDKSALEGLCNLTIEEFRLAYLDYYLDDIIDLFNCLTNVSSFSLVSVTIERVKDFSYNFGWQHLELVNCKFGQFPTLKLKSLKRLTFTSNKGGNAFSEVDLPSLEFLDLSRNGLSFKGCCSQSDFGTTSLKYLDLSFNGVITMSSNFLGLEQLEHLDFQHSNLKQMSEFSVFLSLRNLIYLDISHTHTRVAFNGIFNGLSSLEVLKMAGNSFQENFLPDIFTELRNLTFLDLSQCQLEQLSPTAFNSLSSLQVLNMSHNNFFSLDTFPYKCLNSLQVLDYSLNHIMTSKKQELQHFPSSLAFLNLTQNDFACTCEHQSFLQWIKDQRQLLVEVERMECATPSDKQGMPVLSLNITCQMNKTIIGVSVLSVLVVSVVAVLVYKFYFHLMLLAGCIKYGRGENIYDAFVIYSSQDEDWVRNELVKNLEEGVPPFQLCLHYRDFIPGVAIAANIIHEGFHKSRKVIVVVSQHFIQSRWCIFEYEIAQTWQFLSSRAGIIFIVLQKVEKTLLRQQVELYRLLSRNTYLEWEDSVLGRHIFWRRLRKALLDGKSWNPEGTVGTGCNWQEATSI
Target sequence (Q99836 whole entry, looked up): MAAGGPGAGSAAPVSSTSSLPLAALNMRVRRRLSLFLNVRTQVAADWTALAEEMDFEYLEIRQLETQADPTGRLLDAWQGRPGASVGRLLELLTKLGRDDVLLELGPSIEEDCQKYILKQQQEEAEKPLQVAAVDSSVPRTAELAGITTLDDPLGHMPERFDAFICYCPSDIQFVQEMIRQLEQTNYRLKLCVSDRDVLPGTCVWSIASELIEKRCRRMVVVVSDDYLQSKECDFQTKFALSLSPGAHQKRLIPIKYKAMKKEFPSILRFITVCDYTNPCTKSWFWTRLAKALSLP
STAT1 blocker: STAT1 signaling inhibition; inhibition, % at 5.5 µM; 200,000 compounds, 0.35% hits; NIH 3T3 STAT1-luciferase reporter, IFN-gamma, luminescence;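 active = inhibition above a set limit, the mean inhibition across all tested compounds plus 3 SD, cut at about 34% in these data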;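 also: 0% = IFN-gamma with DMSO and 100% = IFN-gamma with 300 µM nifuroxazide; values of inactives mirror those of a sister screen read the other way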
Hsp70 act: Hsp70 transcriptional activation, primary screen; AID 1203; activation, % at 10 µM; 200,000 compounds, 0.04% hits; HeLa Hsp70 promoter luciferase reporter, luminescence; scaled: vehicle 0, proteasome-inhibitor control 100%;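 active = activation above the mean across all tested compounds plus 3 SD, cutoff set per campaign, cut at about 5.5% in these data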;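 also: 100% = MG132 at 30 µM as the positive control and 0% = DMSO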
APP transl inh: APP translation inhibition; SH-SY5Y APP 5'UTR-luciferase reporter, luminescence; inhibition, % at 2 µM; 190,000 compounds, 0.82% hits; AID 1285;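 active = inhibition above a set limit, derived from the sample mean plus 3 SD, cut at about 45% in these data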; also: values of inactives mirror those of a sister screen read the other way
Diaphorase act: diaphorase activation or chemical reduction counter-screen. 190,000 compounds, 0.005% hits. Diaphorase/resazurin coupled assay, resorufin fluorescence, 16 min; hits give high values; 1 = vehicle wells, 0 = NADH-free wells. activation factor at 20 µM. AID 1229;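 active = diaphorase activity raised at least twofold by the compound at 20 µM; inactive = activation factor below 2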
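test system = bacterial diaphorase enzyme (C. kluyveri) | quantity = enzyme 0.07 U/mL final | reagent = NADH substrate 0.114 mM plus resazurin dye 0.1 mM, final | incubation = 16 min enzyme reaction, ambient temperature | buffer or medium = HEPES pH 7.4 buffer with MgCl2 and Tween 20 | signal = fluorescence of resorufin, 544 nm excitation, 590 nm emission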
Starred values were filed as active, the others as inactive.

Screening CC1(C)CC(=O)c2cc(C(=O)N3CCN(CCO)CC3)c(=O)n(-c3ccc(Cl)cc3)c2C1 returned STAT3 inh 4, Diaphorase inh 13, STAT3 activator 97, STAT1 act 104, G6PDH CS -2, TLR4 MyD88 comp -5, STAT1 blocker -2, Hsp70 act -0.3, APP transl inh 12 and Diaphorase act 0.9.
N#Cc1c(NC(=O)CSc2ncnc3sccc23)oc(-c2ccco2)c1-c1ccco1 was read as STAT3 inh 2, Diaphorase inh 60*, STAT3 activator 103, STAT1 act 99, G6PDH CS 19, TLR4 MyD88 comp 8, STAT1 blocker 2, Hsp70 act -0.1, APP transl inh -1 and Diaphorase act 0.4.
For Cc1nnc(SCc2ccc([N+](=O)[O-])cc2)[nH]c1=O the results were STAT3 inh 11, Diaphorase inh 4, STAT3 activator 97, STAT1 act 102, G6PDH CS 5, TLR4 MyD88 comp 3, STAT1 blocker -4, Hsp70 act -0.4, APP transl inh -7 and Diaphorase act 1.
Screening CCCCOC(=O)Nc1ccc(S(=O)(=O)Nc2nc(C)cc(C)n2)cc1 returned STAT3 inh 0, Diaphorase inh 9, STAT3 activator 102, STAT1 act 98, G6PDH CS 0, TLR4 MyD88 comp -3, STAT1 blocker 2, Hsp70 act 0.2, APP transl inh 15 and Diaphorase act 0.9.
Screening COc1ccc(Nc2nc(C)cc(C)c2C#N)cc1 returned STAT3 inh -44, Diaphorase inh -6, STAT3 activator 137*, STAT1 act 100, G6PDH CS 9, TLR4 MyD88 comp -1, STAT1 blocker 0, Hsp70 act -0.3, APP transl inh 4 and Diaphorase act 1.1.
`COc1ccccc1OCC(=O)Nc1ccc(CSc2ccccc2)cc1C` gave STAT3 inh 22, Diaphorase inh 20, STAT3 activator 81, STAT1 act 95, G6PDH CS -2, TLR4 MyD88 comp -9, STAT1 blocker 5, Hsp70 act 0.0, APP transl inh -2 and Diaphorase act 0.8.
COc1ccc(CNc2nc(C)c([N+](=O)[O-])c(C)c2C#N)cc1 was read as STAT3 inh 21, Diaphorase inh 17, STAT3 activator 81, STAT1 act 99, G6PDH CS -7, TLR4 MyD88 comp -6, STAT1 blocker 2, Hsp70 act -0.3, APP transl inh -21 and Diaphorase act 0.8.
For CCOc1ccc(CCNC(=O)COC(=O)c2ccco2)cc1OCC the results were STAT3 inh -4, Diaphorase inh 17, STAT3 activator 108, STAT1 act 97, G6PDH CS 1, TLR4 MyD88 comp 5, STAT1 blocker 3, Hsp70 act -0.2, APP transl inh 4 and Diaphorase act 0.8.
For C=CCc1cc(C)ccc1OCCn1ccnc1 the results were STAT3 inh 2, Diaphorase inh 21, STAT3 activator 103, STAT1 act 98, G6PDH CS 1, TLR4 MyD88 comp -14, STAT1 blocker 3, Hsp70 act -0.3, APP transl inh 7 and Diaphorase act 0.8.
For COCCNC(=O)Cn1c(=O)n(CCCCCC(=O)NCc2ccc3c(c2)OCO3)c(=O)c2sccc21 the results were STAT3 inh -5, Diaphorase inh -17, STAT3 activator 105, STAT1 act 106, G6PDH CS 7, TLR4 MyD88 comp -10, STAT1 blocker -6, Hsp70 act -0.4, APP transl inh 6 and Diaphorase act 1.2.
O=C(Nc1nc(-c2cccs2)cs1)C1=COCCO1 was read as STAT3 inh -2, Diaphorase inh 8, STAT3 activator 101, STAT1 act 149*, G6PDH CS -11, TLR4 MyD88 comp 13, STAT1 blocker -54, Hsp70 act 0.5, APP transl inh -88 and Diaphorase act 0.9.
CCCCOc1ccc(NC(=O)c2cnc(C)cn2)cc1 was read as STAT3 inh 17, Diaphorase inh -7, STAT3 activator 85, STAT1 act 107, G6PDH CS 10, TLR4 MyD88 comp -6, STAT1 blocker -8, Hsp70 act -0.2, APP transl inh -1 and Diaphorase act 1.1.
Cn1c(N)c(C(=O)COC(=O)CCC2CCCC2)c(=O)n(C)c1=O was read as STAT3 inh 1, Diaphorase inh 6, STAT3 activator 101, STAT1 act 96, G6PDH CS 3, TLR4 MyD88 comp -7, STAT1 blocker 5, Hsp70 act -0.1, APP transl inh -15 and Diaphorase act 0.9.
For Cc1cccc(C(=O)Nc2ccc(CC(=O)O)cc2)c1 the results were STAT3 inh 31, Diaphorase inh 9, STAT3 activator 77, STAT1 act 99, G6PDH CS 8, TLR4 MyD88 comp -2, STAT1 blocker 1, Hsp70 act -0.3, APP transl inh 5 and Diaphorase act 0.9.
For C=CCn1c(SCC(=O)O)nnc1-c1cccc(Cl)c1 the results were STAT3 inh 2, Diaphorase inh 7, STAT3 activator 102, STAT1 act 102, G6PDH CS 16, TLR4 MyD88 comp -9, STAT1 blocker -2, Hsp70 act -0.3, APP transl inh -18 and Diaphorase act 0.9.
COc1ccc(NC(=O)COC(=O)c2ccc(O)cc2)c([N+](=O)[O-])c1 was read as STAT3 inh 13, Diaphorase inh 7, STAT3 activator 93, STAT1 act 101, G6PDH CS 0, TLR4 MyD88 comp 11, STAT1 blocker -2, Hsp70 act 0.2, APP transl inh 6 and Diaphorase act 0.9.
Screening CNC(=O)CN1C(=O)C2C3C=CC(C3)C2C1=O (configuration not stated) returned STAT3 inh 5, Diaphorase inh 18, STAT3 activator 102, STAT1 act 102, G6PDH CS 2, TLR4 MyD88 comp -3, STAT1 blocker -3, Hsp70 act 0.5, APP transl inh -8 and Diaphorase act 0.8.
`N#Cc1cccc(C#N)c1N1CCC(C#N)CC1` gave STAT3 inh 8, Diaphorase inh 8, STAT3 activator 95, STAT1 act 97, G6PDH CS -2, TLR4 MyD88 comp -2, STAT1 blocker 2, Hsp70 act -0.2, APP transl inh -8 and Diaphorase act 0.9.
`CCCC(c1nnnn1C(C)(C)CC)N1CCN(C2CCCC2)CC1` (configuration not stated) gave STAT3 inh 0, Diaphorase inh 14, STAT3 activator 103, STAT1 act 104, G6PDH CS 3, TLR4 MyD88 comp 3, STAT1 blocker -5, Hsp70 act -0.2, APP transl inh 10 and Diaphorase act 0.9.
Screening N=C(N)SCc1ccccc1Cl returned STAT3 inh -4, Diaphorase inh 2, STAT3 activator 104, STAT1 act 96, G6PDH CS -2, TLR4 MyD88 comp -1, STAT1 blocker 4, Hsp70 act -0.1, APP transl inh -11 and Diaphorase act 1.
Screening CN1CCN(C(=O)c2cc3c(n(-c4ccccc4)c2=O)CC(C)(C)CC3=O)CC1 returned STAT3 inh 2, Diaphorase inh 12, STAT3 activator 100, STAT1 act 102, G6PDH CS 0, TLR4 MyD88 comp -9, STAT1 blocker -3, Hsp70 act -0.2, APP transl inh -6 and Diaphorase act 0.9.
`O=C(CSc1nc2ccccc2c(=O)n1-c1ccccc1)NCc1ccc2c(c1)OCO2` gave STAT3 inh 5, Diaphorase inh -12, STAT3 activator 103, STAT1 act 97, G6PDH CS 4, TLR4 MyD88 comp -3, STAT1 blocker 3, Hsp70 act -0.1, APP transl inh -16 and Diaphorase act 1.1.
CCOc1ccc(CC(C(N)=O)C(N)=O)cc1 was read as STAT3 inh -2, Diaphorase inh 12, STAT3 activator 104, STAT1 act 104, G6PDH CS -1, TLR4 MyD88 comp -7, STAT1 blocker -5, Hsp70 act -0.2, APP transl inh -24 and Diaphorase act 0.9.
For O=C(NC1CC1)c1ccc(S(=O)(=O)NCC2CCCCC2)cc1 the results were STAT3 inh 21, Diaphorase inh -6, STAT3 activator 85, STAT1 act 88, G6PDH CS 4, TLR4 MyD88 comp -3, STAT1 blocker 13, Hsp70 act -0.1, APP transl inh -6 and Diaphorase act 1.1.
`COCCNC(=O)Cn1nc(C)c([N+](=O)[O-])c1C` gave STAT3 inh -7, Diaphorase inh 8, STAT3 activator 110, STAT1 act 95, G6PDH CS 6, TLR4 MyD88 comp -8, STAT1 blocker 4, Hsp70 act -0.4, APP transl inh -28 and Diaphorase act 0.9.
Screening CCCCC1CCC(C(=O)Nc2c(C)n(C)n(-c3ccccc3)c2=O)CC1 (configuration not stated) returned STAT3 inh 0, STAT3 activator 101, STAT1 act 96, TLR4 MyD88 comp 4, STAT1 blocker -1, Hsp70 act -0.6 and APP transl inh -9.
For COc1ccc(CN2CCCCC2C)c(C)c1C (configuration not stated) the results were STAT3 inh 6, Diaphorase inh 6, STAT3 activator 98, STAT1 act 91, G6PDH CS -2, TLR4 MyD88 comp -9, STAT1 blocker 9, Hsp70 act -0.4, APP transl inh -1 and Diaphorase act 0.9.
Screening Cc1nc2c(C)cccc2cc1C(=O)N/N=C/c1cccc([N+](=O)[O-])c1 returned STAT3 inh -1, Diaphorase inh 17, STAT3 activator 103, STAT1 act 95, G6PDH CS 11, TLR4 MyD88 comp 10, STAT1 blocker 5, Hsp70 act -0.2, APP transl inh 14 and Diaphorase act 0.8.
`CCOC(=O)C1CCCN(C(=O)c2cnn3c(C(F)F)cc(-c4ccc(C)cc4)nc23)C1` (configuration not stated) gave STAT3 inh 10, Diaphorase inh 3, STAT3 activator 97, STAT1 act 95, G6PDH CS 4, TLR4 MyD88 comp -2, STAT1 blocker 6, Hsp70 act 0.0, APP transl inh 3 and Diaphorase act 1.
`COC(=O)c1cc(Sc2cccc(Cl)c2Cl)ccn1` gave STAT3 inh 10, Diaphorase inh 25, STAT3 activator 97, STAT1 act 99, G6PDH CS 10, TLR4 MyD88 comp -7, STAT1 blocker 0, Hsp70 act 0.2, APP transl inh -7 and Diaphorase act 0.7.
Cc1ccccc1NC(=O)NCCc1c[nH]c2ccccc12 was read as STAT3 inh 18, Diaphorase inh 8, STAT3 activator 90, STAT1 act 103, G6PDH CS 15, TLR4 MyD88 comp -1, STAT1 blocker -6, Hsp70 act 0.0, APP transl inh -8 and Diaphorase act 0.9.
`O=C(/C=C/c1ccccc1)N1c2ccccc2Sc2ccc(C(F)(F)F)cc21` gave STAT3 inh -4, Diaphorase inh 0, STAT3 activator 104, STAT1 act 95, G6PDH CS -2, TLR4 MyD88 comp -21, STAT1 blocker 5, Hsp70 act 0.0, APP transl inh -25 and Diaphorase act 1.

As a working copy, 3 of the compounds above:
Screening CN1CCN(C(=O)c2cc3c(n(-c4ccccc4)c2=O)CC(C)(C)CC3=O)CC1 returned STAT3 inh 2, Diaphorase inh 12, STAT3 activator 100, STAT1 act 102, G6PDH CS 0, TLR4 MyD88 comp -9, STAT1 blocker -3, Hsp70 act -0.2, APP transl inh -6 and Diaphorase act 0.9.
`O=C(CSc1nc2ccccc2c(=O)n1-c1ccccc1)NCc1ccc2c(c1)OCO2` gave STAT3 inh 5, Diaphorase inh -12, STAT3 activator 103, STAT1 act 97, G6PDH CS 4, TLR4 MyD88 comp -3, STAT1 blocker 3, Hsp70 act -0.1, APP transl inh -16 and Diaphorase act 1.1.
CCOc1ccc(CC(C(N)=O)C(N)=O)cc1 was read as STAT3 inh -2, Diaphorase inh 12, STAT3 activator 104, STAT1 act 104, G6PDH CS -1, TLR4 MyD88 comp -7, STAT1 blocker -5, Hsp70 act -0.2, APP transl inh -24 and Diaphorase act 0.9.
